NCOA2 inhibitor = inhibits human steroid receptor coactivator 2; inhibition, % at 9 µM; 370,000 tested, 0.17% active; HEK293 GAL4-SRC2 luciferase reporter, luminescence; Q15596;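 active = inhibition above the mean inhibition of all tested compounds plus 3 SD, set per campaign, cut at about 52% in these data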;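 also: 0% = DMSO treated cells and 100% = cells given Gossypol at 36 µM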
ABCB6 inh 2 = human ABCB6 transporter inhibition | AID 602162 | K562-ABCB6 porphyrin accumulation, flow cytometry, 1 h; active compounds read low | Q9NP58 | 360,000 tested, 0.19% active | fluorescence ratio to DMSO, % at 10 µM;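 active = fluorescence ratio to DMSO below 75%, the collection mean minus 3 SD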;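 also: signal is porphyrin accumulated inside mitochondria; 100% equals median channel fluorescence of DMSO control wells; lower ratio means ABCB6 inhibition with less porphyrin fluorescence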
Target sequence (Q9NP58 whole entry, looked up): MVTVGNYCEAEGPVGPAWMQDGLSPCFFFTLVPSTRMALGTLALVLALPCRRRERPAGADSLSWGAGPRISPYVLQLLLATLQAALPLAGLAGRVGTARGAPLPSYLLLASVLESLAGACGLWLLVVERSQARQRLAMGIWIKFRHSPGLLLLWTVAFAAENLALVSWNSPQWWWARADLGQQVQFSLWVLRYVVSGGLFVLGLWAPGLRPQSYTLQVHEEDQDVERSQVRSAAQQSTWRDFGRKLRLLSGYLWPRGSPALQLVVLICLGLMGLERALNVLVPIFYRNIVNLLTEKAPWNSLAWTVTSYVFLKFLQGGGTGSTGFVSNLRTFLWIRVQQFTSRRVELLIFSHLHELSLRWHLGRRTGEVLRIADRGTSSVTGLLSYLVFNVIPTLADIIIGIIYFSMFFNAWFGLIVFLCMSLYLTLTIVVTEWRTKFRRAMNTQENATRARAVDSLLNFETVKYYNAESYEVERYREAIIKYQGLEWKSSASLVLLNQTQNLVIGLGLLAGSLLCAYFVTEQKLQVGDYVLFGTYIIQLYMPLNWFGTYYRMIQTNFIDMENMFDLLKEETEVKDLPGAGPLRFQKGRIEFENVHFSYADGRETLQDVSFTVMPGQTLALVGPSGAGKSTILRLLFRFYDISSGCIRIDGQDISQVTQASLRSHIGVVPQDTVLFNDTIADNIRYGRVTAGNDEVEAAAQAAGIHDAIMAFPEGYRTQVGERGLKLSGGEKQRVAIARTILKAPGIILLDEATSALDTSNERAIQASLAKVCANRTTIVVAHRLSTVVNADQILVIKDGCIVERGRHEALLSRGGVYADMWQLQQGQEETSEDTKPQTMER
NOD2-RIPK2 inh = NOD2-RIPK2 protein interaction inhibition; O43353; CHO BLA complementation NOD2-RIPK2, CCF4 ratio; inhibition, % at 4.98 µM; 360,000 tested, 0.38% active; AID 624267; in the data active = inhibition above about 21%;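 also: 0% = vehicle only and 100% = reference blocker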
MC4R antagonist = antagonists of human melanocortin 4 receptor (MC4R); P32245; MC4R-expressing cells, MTII-stimulated cAMP, LANCE TR-FRET; inhibition, % at 6.5 µM; 360,000 tested, 0.48% active; AID 540295;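 active = inhibition above its plate's cutoff, the mean of tested wells on that plate plus 3 SD, cut at about 29% in these data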;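 also: 0% = Melanotan II alone and 100% = Melanotan II plus saturating MCL0020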
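Material: U2OS-MC4R stable cell line | Reagent: Melanotan II challenge after compound preincubation | Doses: One concentration, 6.5 µM nominal | Incubation: 30-min compound preincubation, 1-h Melanotan II challenge, 1-h detection, room temperature | Signal: TR-FRET cAMP assay | Replicates: One well per compound, no replicates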
m5-HT2A agonist = agonists of mouse serotonin 5-HT2A receptor (HTR2A); CHO-K1 mHTR2A beta-arrestin complementation, luminescence; percent of 30 µM serotonin response; activation, % at 7.6 µM; 360,000 tested, 0.66% active;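 active = activation above a run cutoff, the mean activation of all tested compounds plus 3 SD, cut at about 14% in these data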;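 also: 0% = plate median of compound wells and 100% = 30 µM serotonin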
MC4R ag barr = activates human MC4R beta-arrestin recruitment | AID 540308 | 360,000 tested, 0.98% active | U2OS MC4R beta-arrestin complementation, luminescence; percent of melanotan II response, DMSO zero | activation, % at 8.9 µM | P32245;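 active = activation above a per-plate cutoff, the mean activation of sample wells on that plate plus 3 SD, cut at about 8% in these data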
H9c2 protect = protects H9c2 cardiomyocytes from peroxide injury | H2O2 injury protection, ATPLite, 2 h | protection from H2O2 cell death, % at 20 µM | 360,000 tested, 0.63% active;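 active = compounds giving at least 50% protection of heart cells from peroxide-induced death in the single-dose screen, raw or plate-pattern-corrected value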;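 also: 0% = DMSO wells with peroxide and 100% = DMSO wells without peroxide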
Glyco luc inh = N-linked glycosylation inhibition; 360,000 tested, 0.23% active; reporter increase, % at 12.5 µM; D54 ERlucT glycosylation luciferase reporter, 24 h; percent of 100 nM tunicamycin response; AID 588692;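 active = mean luciferase reporter signal, scaled so untreated is 0 and the glycosylation-blocking control 100, at or above a set limit in every replicate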;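 also: luciferase carries N-glycosylation sites so blocking glycosylation raises the light; 0% = median of neutral control wells and 100% = median of 100 nM tunicamycin wells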
TLR9-MyD88 block = TLR9-MyD88 interaction inhibition | 340,000 tested, 0.21% active | Q9NR96+Q99836 | CHO BLA complementation TLR9-MyD88, CCF4 FRET ratio | inhibition, % at 4.98 µM;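 active = inhibition above the mean over all tested compounds plus 3 SD, cut at about 21% in these data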;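 also: 0% = DMSO only wells and 100% = clavulanate BLA inhibitor control wells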
ABHD5 PLIN5 PPI = blocks binding of human ABHD5 to perilipin-5; Q00G26+Q8WTS1; Split G. princeps luciferase complementation, luminescence, 4 h; inhibition, % at 4 µM; 360,000 tested, 0.78% active; AID 602281;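 active = inhibition above the mean inhibition across every tested compound plus 3 SD, cut at about 22% in these data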;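 also: 0% = DMSO only wells and the 100% control is not disclosed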
* marks the source's active call; other numbers are inactive results; . = no result given; & = joins results of further samples.

1: CCN(CC)CCCNC(=O)c1c(O)c2ccccc2n(Cc2ccccc2)c1=O
2: CCC(C)NC(=O)c1c(N)n(Cc2ccc3c(c2)OCO3)c2nc3ccccc3nc12 (stereo unspecified)
3: COc1ccc2[nH]cc(CCN(C)C)c2c1
4: COc1ncccc1C(=O)NCC(CC(=O)O)c1ccccc1 (stereo unspecified)
5: CN(C)c1nc(-c2ccccc2)[n+](C)s1
6: FC(F)(F)c1ccc(NC2=NCCCS2)cc1
7: CCOP(=O)(OCC)C(NC(=O)c1cccc(C)c1)C(Cl)(Cl)Cl (stereo unspecified)
8: COc1ccc(CCNCc2sccc2C)cc1OC
assay / entry	1	2	3	4	5	6	7	8
NCOA2 inhibitor	-18	14	-12	1	-26	3	-16	-35
ABCB6 inh 2	94	115	628	96	95	99	99	94
NOD2-RIPK2 inh	8	-15	-11	1	0	-17	-11	3
MC4R antagonist	-5	-24	4	0	14	-8	16	10
m5-HT2A agonist	-2	5	49*	-1	1	2	8	32*
MC4R ag barr	0.9	2.3	1.4	-1.4	0.9	1.5	-0.6	0.5
H9c2 protect	29	-14	1	-7	8	0	1	6
Glyco luc inh	-3	-1	0	2	2	1	2	0
TLR9-MyD88 block	-10	-46	-5	2	-7	-9	0	-15
ABHD5 PLIN5 PPI	5	-41	2	1	3	-12	0	1

9: CCCCOP(=O)(OCCCC)/C(C#N)=C(/C)O
10: CCOC(=O)c1cc2cc(OC)ccc2n1C1CCN(Cc2ccccc2)CC1
11: Cc1ccsc1C(=O)C1CCCN(Cc2sc(N(C)C)nc2Cl)C1 (stereo unspecified)
12: N#CC1c2ccccc2-n2nncc2CN1S(=O)(=O)c1ccc(Cl)cc1 (stereo unspecified)
13: Cc1ccc(CNCCc2ccc(F)cc2)s1
14: O=c1[nH]c(=O)n(-c2ccc(F)cc2)c(O)c1C=NCCN1CCCCC1
15: Cc1nc2ccccc2c(=O)n1-c1ccc(Cl)cc1Cl
16: CCOC(=O)C(O)(c1ccc(NC(=O)NC)cc1)C(F)(F)F (stereo unspecified)
assay / entry	9	10	11	12	13	14	15	16
NCOA2 inhibitor	1	7	-5	-13	21	-21	-11	16
ABCB6 inh 2	93	98	98	104	95	85	99	98
NOD2-RIPK2 inh	6	-14	-2	-12	7	1	-5	-3
MC4R antagonist	-2	.	4	-3	3	0	-4	12
m5-HT2A agonist	10	-6	-6	4	-1	-2	1	-2
MC4R ag barr	-0.4	.	-0.3	-0.3	-0.7	-2.0	-1.3	-0.9
H9c2 protect	5	.	-3	5	11	3	-3	2
Glyco luc inh	3	.	-1	2	-1	0	0	2
TLR9-MyD88 block	-13	.	-2	5	-6	2	-9	.
ABHD5 PLIN5 PPI	3	-12	-1	15	4	-4	13	4

Look-ups from the results shown:
Value of no. 6 in MC4R antagonist: -8
Value of no. 3 in Glyco luc inh: 0
Value of no. 8 in NOD2-RIPK2 inh: 3
Value of no. 2 in MC4R ag barr: 2.3

Next part.
17: O=C(NC(c1ccc(Cl)cc1)P(=O)(Oc1ccccc1)Oc1ccccc1)OCc1ccccc1 (stereo unspecified)
18: O=C1NC(=O)N(CCc2ccc(F)cc2)C(=O)/C1=C/C=C/c1ccccc1
19: S=c1[nH]c2ccccc2[nH]1
20: O=C(Nc1ccc(Cl)c(Cl)c1)c1ccco1
21: CCc1nccc2c1[nH]c1ccccc12
22: CN1C2CCC1CC(OC(=O)c1ccc(Cl)cc1)(C(=O)O)C2 (stereo unspecified)
23: O=S(=O)(O)C(=Cc1ccccc1)c1ccccc1 (tested in a mixture with another compound)
24: CN1CC[C@@]2(C)c3cc(O)ccc3N(C)[C@@H]12
assay / entry	17	18	19	20	21	22	23	24
NCOA2 inhibitor	-31	-13	-15	-42	-20	-14	2	-38&-47
ABCB6 inh 2	102	96	100	87	101	98	90	102&96
NOD2-RIPK2 inh	-11	-49	8	9	-12	-17	-7	-5&1
MC4R antagonist	4	-2	-1	4	-3	17	3	-9&-14
m5-HT2A agonist	1	6	2	-2	-5	3	-1	0&-7
MC4R ag barr	0.4	-0.8	-0.6	0.2	1.3	2.5	-1.6	-0.7&-1.3
H9c2 protect	7	5	-4	6	-5	14	-2	-12&-4
Glyco luc inh	0	18	2	1	-3	1	2	11&12
TLR9-MyD88 block	0	.	5	2	1	-11	-7	-14&-9
ABHD5 PLIN5 PPI	-2	8	-1	4	7	6	2	2&-6

25: CCOP(=O)(OCC)/C(C#N)=C/c1ccc(Br)cc1
26: Cc1cccc(CC(c2cccc(C)c2)N(C)C)c1 (stereo unspecified)
27: CN1CC=C(c2c[nH]c3ccccc23)CC1
28: Cn1cc(C(=O)c2ccccc2)c2ccccc21
29: CN1C(=O)C(=Cc2coc3ccccc3c2=O)C(=O)N(C)C1=O
30: CCN(CC)CCN=Cc1c(O)n(Cc2ccccc2)c(=O)[nH]c1=O
31: COc1ccc(C(=O)OC2C[C@H]3CC[C@H](C2)N3C)cc1OC (stereo partly specified)
32: COC(=O)C1=C(c2cccc(C#N)c2)C[C@@H]2CC[C@H]1N2C(=O)N1CCOCC1
assay / entry	25	26	27	28	29	30	31	32
NCOA2 inhibitor	12	-45	-13	-16	-15	5&-11	-15	4
ABCB6 inh 2	99	94	102	99	105	94&99	96	101
NOD2-RIPK2 inh	-4	-2	6	-3	0	-6&-3	-10	13
MC4R antagonist	3	1	9	5	10	-3&-2	0	9
m5-HT2A agonist	-7	1	0	3	4	-3&1	-2	-1
MC4R ag barr	-2.5	-1.0	-0.8	-0.8	1.4	-0.8&-0.2	0.7	-0.6
H9c2 protect	3	-7	10	8	-1	-2&5	-1	2
Glyco luc inh	3	1	-1	3	0	-3&2	0	3
TLR9-MyD88 block	0	1	-5	-1	1	-13&-7	-10	4
ABHD5 PLIN5 PPI	9	-4	3	-3	12	8&5	-4	9

33: COC(=O)C1=C(c2cccc(C#N)c2)C[C@@H]2CC[C@H]1N2C(=O)NCCNC(C)=O
34: O=[N+]([O-])c1ccc(NCCCN2CCOCC2)nc1
35: O=[N+]([O-])c1ccc(N2CCNCC2)cc1Sc1ccccn1
36: CC(=O)OC1CC2(O)C3CCC4CC(O)CCC4(C)C3CCC2(C)C1C1=CC(=O)OC1 (stereo unspecified)
37: CCCNC(=O)N1[C@H]2CC[C@@H]1C(C(=O)OC)=C(c1ccc(S(C)(=O)=O)cc1)C2
38: COc1cc2ccc(=O)oc2c2ccoc12
39: c1ccc2c[n+](CCCCCCCCCC[n+]3ccc4ccccc4c3)ccc2c1
40: O=C1NC(=O)C(=Cc2cc3c(cc2[N+](=O)[O-])OCO3)C(=O)N1
assay / entry	33	34	35	36	37	38	39	40
NCOA2 inhibitor	8	-47	-10	50	-10	-35	2	-5
ABCB6 inh 2	98	98	98	104	101	95	102	94
NOD2-RIPK2 inh	4	-4	0	7	8	7	-11	2
MC4R antagonist	6	-2	-4	10	5	-4	.	0
m5-HT2A agonist	-1	1	25*	7	-4	3	-1	0
MC4R ag barr	-1.8	0.0	0.7	17*	-0.4	-1.0	.	-2.0
H9c2 protect	-2	-2	-2	3	-1	4	.	6
Glyco luc inh	1	4	-1	-17	0	12	.	0
TLR9-MyD88 block	-8	2	0	-11	-4	-12	.	5
ABHD5 PLIN5 PPI	3	4	6	-2	0	-3	13	21

Ordered by molecular weight (lowest first): some entries from above
34: O=[N+]([O-])c1ccc(NCCCN2CCOCC2)nc1
35: O=[N+]([O-])c1ccc(N2CCNCC2)cc1Sc1ccccn1
39: c1ccc2c[n+](CCCCCCCCCC[n+]3ccc4ccccc4c3)ccc2c1
37: CCCNC(=O)N1[C@H]2CC[C@@H]1C(C(=O)OC)=C(c1ccc(S(C)(=O)=O)cc1)C2
assay / entry	34	35	39	37
NCOA2 inhibitor	-47	-10	2	-10
ABCB6 inh 2	98	98	102	101
NOD2-RIPK2 inh	-4	0	-11	8
MC4R antagonist	-2	-4	.	5
m5-HT2A agonist	1	25*	-1	-4
MC4R ag barr	0.0	0.7	.	-0.4
H9c2 protect	-2	-2	.	-1
Glyco luc inh	4	-1	.	0
TLR9-MyD88 block	2	0	.	-4
ABHD5 PLIN5 PPI	4	6	13	0

Further records:
41: Cc1ccc(-c2nc3ccccc3c(=O)n2-c2ccc(Br)cn2)cc1
42: FC(F)(F)c1ccc2c(c1)ncn2C1CCN(Cc2nnnn2C2CCCCC2)CC1
43: Cc1ccc(CC(=O)N2CCN(Cc3ccccc3)CC2)cc1
44: CCC(COC(=O)NC)NC(=O)Oc1ccccc1 (stereo unspecified)
45: Cc1ccsc1C(=O)C1CCCN(Cc2cc(C(C)C)n[nH]2)C1 (stereo unspecified)
46: Cn1c(NN=O)nc2ccccc21
47: COc1ccc(C(=O)C2CN(C)CC2C(=O)c2ccc(OC)cc2)cc1 (stereo unspecified)
48: CCC1(c2ccccc2)C(=O)NC(=O)NC1=O
49: O=C(Cc1ccccc1)Oc1ccc(N2C(=O)CCC2=O)cc1
50: CCOc1ccc(N2C(=O)NC(=O)/C(=C/c3cnc(SC)nc3)C2=O)cc1
assay / entry	41	42	43	44	45	46	47	48	49	50
NCOA2 inhibitor	3	-3	-21	-16	-10	-6	-36	-16	-3	-7
ABCB6 inh 2	103	93	95	95	99	100	86	98	93	91
NOD2-RIPK2 inh	7	5	-1	-3	2	-2	-9	-9	1	-1
MC4R antagonist	3	11	3	-2	2	-6	-3	10	10	-2
m5-HT2A agonist	3	1	4	1	-8	-6	-6	0	3	9
MC4R ag barr	-3.7	-0.9	-1.6	-2.3	-1.1	-4.7	-0.8	-1.2	3.5	-1.2
H9c2 protect	-3	0	-1	-1	-3	6	-1	4	-2	-4
Glyco luc inh	0	-1	-2	3	-1	-5	-2	-1	0	-1
TLR9-MyD88 block	0	5	7	0	-1	-2	-7	-12	4	-1
ABHD5 PLIN5 PPI	1	11	1	1	6	-3	4	1	-3	28*

This is a subset; rates above refer to the full screens.
